High-throughput results deposited in PubChem BioAssay by National Center for Advancing Translational Sciences (NCATS).
CCT chaperon mod: cytosolic chaperonin activity modulation. purified chaperonin ATPase assay, HTRF ADP detection, 30 min. activity change, % (concentration not given with the values), hits read low. hit rate 0.3% among 360,000. AID 651819; in the data active = activity change below about -30%; also: % is scaled to controls: 0 for no effect and ±100 for the full control effect
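TRiC (40 or 20 nM final, by batch activity) in 30 mM Tris pH 7.4, 100 mM KCl, 5 mM MgCl2, 1 mM DTT was treated with compound at 76 uM single dose, then 10 uM ATP, 30 min at 37 °C. ADP was read by HTRF Transcreener.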
PI5P4K alpha inh: blocks human PI5P4K alpha kinase activity; PI5P4Kalpha enzyme, ADP-Glo luminescence, 60 min; active compounds read low; max response, %; hit rate 1.2% among 330,000; AID 652105; active = max response of -50% or lower; inconclusive = between -30% and -50%; inactive = -30% or higher; also: value at the top dose of about 77 µM; % is scaled to controls: 0 for no effect and ±100 for the full control effect
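Compounds were pin-transferred onto PI5P4Kalpha and substrate in HEPES pH 7.4 buffer with EGTA, CHAPS and 5% DMSO. ATP (5 microM final) started the reaction, which ran 60 minutes at room temperature before ADP-Glo detection.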
PLK1 PBD inh: PLK1 (human) polo-box domain binding inhibition; Plk1 PBD binding of FITC phosphopeptide, fluorescence polarization; hit rate 2.8% among 360,000; P53350; Potency, µM, without a hit: max response, negative = inhibition, usual class: inhibitors; AID 720504; also: potency is read from the fitted curve at half-maximal effect; series mostly up to about 57 µM; % is scaled to controls: 0 for no effect and ±100 for the full control effect; nearly all actives have a fitted effect of over 65% in size
EPAC1 antag: antagonists of human EPAC1; hit rate 0.14% among 360,000; EPAC1 GEF assay, Rap1b-BODIPY-GDP exchange fluorescence; O95398; Potency, µM (top dose mostly 115 µM), for inactives: at the top dose activity change, negative = inhibition, actives largely listed as inhibitors; AID 720709;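 also: potency is read from the fitted curve at half-maximal effect; plate controls were vehicle for no effect and positive control for full effect; nearly all actives have a fitted effect of over 50% in size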
EPAC2 antag: blocks human EPAC2 exchange factor. AID 720708. Q8WZA2. Potency, µM (highest dose often 114 µM), inactives show at the highest dose activity, negative = inhibition, actives largely listed as inhibitors. hit rate 0.18% among 360,000. EPAC2 GEF exchange of Rap1B-BODIPY-GDP, fluorescence; also: potency is read from the fitted curve at half-maximal effect; % is scaled to controls: 0 for no effect and ±100 for the full control effect; nearly all actives have a fitted effect of over 45% in size; many of its hits are not listed in these tables
MmCpn inh: blocks the Methanococcus maripaludis chaperonin Mm-Cpn. purified Mm-Cpn ATPase, ADP Transcreener TR-FRET. Potency, µM (top dose mostly 76.9 µM), inactives show at the highest dose activity, negative = inhibition, hits mostly inhibitors. hit rate 0.031% among 330,000. AID 504842; also: potency is read from the fitted curve at half-maximal effect; % is scaled to controls: 0 for no effect and ±100 for the full control effect; nearly all actives have a fitted effect of over 80% in size
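ATP (10 uM final) was added to archaeal chaperonin (25 nM final) after 10 min exposure to test compound at 37°C; after 30 min further incubation, ADP was detected by competitive TR-FRET.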
EPAC1 agonist: agonists of human EPAC1; EPAC1 agonist qHTS, biochemical assay; response scale: 100% = response to 6.5 mM cAMP; Potency, µM (top dose mostly 154 µM), without a hit: top-dose activation, hits mostly activators; hit rate 0.073% among 360,000; AID 720707; also: potency is read from the fitted curve at half-maximal effect; nearly all actives have a fitted effect of over 60% in size
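Compounds were pinned as a concentration titration into mixtures of EPAC1 (100 nM), BODIPY-GDP-loaded Rap1B (250 nM) and GDP (50 uM). After 5 min at room temperature, fluorescence was followed for 30 min; activity was scaled to 6.5 mM cAMP.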
WRN inhibitor: blocks human WRN helicase. Q14191. WRN helicase unwinding, fluorescent forked duplex, kinetic. Potency, µM (titrated, usually from 114 µM), for inactives: at the top dose activity change, negative = inhibition, usual class: inhibitors. hit rate 0.46% among 360,000. AID 651768; also: potency is read from the fitted curve at half-maximal effect; % is scaled to controls: 0 for no effect and ±100 for the full control effect; nearly all actives have a fitted effect of over 55% in size
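Kinetic red-fluorescence monitoring (525/598 nm) tracks WRN helicase activity after 100 nM fluorophore-quencher forked duplex and 2 mM ATP are added to 20 nM enzyme pretreated 15 min at room temperature with compound.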
An asterisk follows results filed as active; u = inconclusive; x = no result given; [ ] = dose if it differs, or a comment. Unless noted, calls follow the shape of the dose curve; as a rule, active = well fitted curve in the direction sought with a large enough effect; inconclusive = small, poorly fitted or top-dose-only effect, or another doubt; inactive = no such curve, though single readings can be large; an effect the other way counts as inactive or inconclusive. Not all compounds are listed; rates above refer to the full screens.

SMILES	CCT chaperon mod	PI5P4K alpha inh	PLK1 PBD inh	EPAC1 antag	EPAC2 antag	MmCpn inh	EPAC1 agonist	WRN inhibitor
Cc1cc(=O)[nH]c(N/N=C/C=C/c2ccccc2)n1	-7.3	-1	0%	-6%	0%	1%	-6%	-11%
Cc1cccc(C)c1NC(=O)C(C)N1CCCC1 (centres undefined)	-0.9	-2	1%	-1%	3%	0%	2%	7%
Cc1ccc(-c2noc(CN(C(=O)c3cccc(Br)c3)C(C)C)n2)cc1	-1.4	0	2%	-7%	-30%	-1%	-20%	-10%
NC(=O)c1cc2ccc(O)cc2oc1=Nc1ccccc1	-3.2	-72*	15µM*	-2%	-4%	1%	1%	-3%
O=C(/C=C/c1cccs1)N1CCC2(CC1)Oc1ccc(F)cc1C(=O)C21CC(c2ccc(Cl)cc2)=NO1 (centres undefined)	-2.7	2	-4%	5%	22%	-1%	-22%	-5%
Cc1ccc(S(=O)(=O)NC(=O)Nc2cc(C(C)(C)C)on2)cc1	-1.3	0	-3%	-1%	7%	-1%	7%	0%
O=c1[nH]nc(SCc2nnc(-c3cccc(Cl)c3)o2)n1C1CCCCC1	1.1	0	5%	-6%	10%	1%	-6%	-6%
C/C(CC1CC(C)(C)OC1=O)=N\NC(N)=S (centres undefined)	-1.7	1	-15%	12%	1%	-2%	4%	0%
O=C(COC(=O)COc1ccc(Br)cc1)Nc1cccnc1Cl	0.7	-3	-3%	-8%	-14%	1%	4%	-7%
O=S(=O)(Nc1ccc2c(c1)OCCO2)c1ccc(F)c(F)c1	-1.3	3	-5%	u	-17%	3%	-16%	-8%
COc1ccc(CC2C(=O)NC(C)C(=O)N(C)C3Cc4ccc(cc4)Oc4cc(ccc4O)CC(C(=O)NC(C)C(=O)NC(C)C(=O)N2C)N(C)C3=O)cc1 (centres undefined)	-1.8	19	0%	7%	-1%	x	1%	7%
CC(C)(C)Nc1nc(NCc2cccnc2)nc(N2CCOCC2)n1	1.7	21	2%	13%	7%	2%	-2%	-1%
O=C(Nc1ccncc1)c1cccc2ccccc12	0.6	2	-24%	-38%	-8%	0%	0%	-3%
CC(C)(C)c1ccc2c(c1)N(CC(=O)N1CCCC1)C(=O)CO2	2.4	-4	2%	5%	13%	-2%	-1%	-10%
Cc1ccc(C)c(NC(=O)CSc2nnc(CNC(=O)c3cccs3)o2)c1	-2.0	-1	-9%	-8%	1%	2%	-1%	5%
Cc1ccc(S(=O)(=O)N2CCN(C(=O)COC(=O)CCOc3cc(C)ccc3C)CC2)c(C)c1	0.0	3	-5%	-18%	-2%	x	7%	-3%
Cc1ccc(S(=O)(=O)N2CC3C(=O)C[C@@H](c4ccccc4)N(S(=O)(=O)c4ccccc4Cl)C3CC2c2ccccc2)cc1 (some centres undefined)	x	3	-11%	8%	3%	x	7%	-2%
CCn1c(SCC(=O)NCc2ccc3c(c2)OCO3)nnc1-c1ccco1	0.4	0	-11%	6%	1%	0%	0%	-6%
O=C(O)c1ccc(NN=Cc2cc(=O)[nH]c(=O)[nH]2)cc1	-6.9	-19	-8%	-1%	-3%	x	0%	-14%
CCCOc1c(Br)cc(C2C3=C(CCCC3=O)N(CC)C3=C2C(=O)CCC3)cc1OC	1.2	-3	2%	-7%	-11%	3%	-4%	5%
COc1ccc(CCN(C)C(=O)C2CCN(Cc3ccc(C)cc3)CC2)cc1OC	1.9	-8	-3%	15%	4%	1%	-2%	1%
COc1cc2c(cc1OC)C(C(=O)N1CCCC1)C(c1ccccc1F)N(C)C2=O (centres undefined)	-0.2	3	-4%	10%	3%	2%	4%	4%
COCCNC(=O)C(c1ccc(C)o1)N(C(=O)c1snc(C(N)=O)c1N)c1cc(C)cc(C)c1 (centres undefined)	2.4	x	-4%	3%	-2%	-2%	-1%	-15%
COC(=O)CCCCCN1C(=O)NC(c2ccc(-c3ccccc3)cc2)C(C(=O)OCc2ccccc2)=C1C (centres undefined)	-1.2	0	-1%	-8%	-12%	0%	0%	-9%
O=C(Oc1cccccc1=O)c1ccccc1	3.8	-6	-26%	19%	5%[57.1 µM]	-11%	-13%	4%
Next part.
SMILES	CCT chaperon mod	PI5P4K alpha inh	PLK1 PBD inh	EPAC1 antag	EPAC2 antag	MmCpn inh	EPAC1 agonist	WRN inhibitor
COc1ccc(-n2nc(C(=O)NCC(=O)Nc3cc(Cl)c(OC)cc3OC)c3ccccc3c2=O)cc1	3.2	4	-12%	0%	2%	0%	-5%	-3%
CC(OCc1ccccc1)C(NC(=O)OC(C)(C)C)C(=O)NCC1CCCO1 (centres undefined)	-0.5	x	-9%	-10%	-8%	-2%	1%	1%
Cc1ccc(-c2cnc(NC(=O)CCC(=O)N(C)Cc3ccccc3)n2C)cc1	1.7	-3	-1%	-9%	4%	0%	1%	2%
CC(=O)c1cc(C(=O)N2CCc3c([nH]c4ccccc34)C2C2CCCCC2)[nH]n1 (centres undefined)	-1.1	-6	2%	-16%	-14%	-1%	5%	-5%
N#Cc1cc([N+](=O)[O-])ccc1NC(=O)COC(=O)C1CCC(=O)N1 (centres undefined)	0.1	14	-9%	11%	4%	-2%	5%	4%
O=C(CNC(=O)Cc1ccccc1)NCC(=O)OCc1ccccc1	-3.3	2	-8%	-14%	-13%	-1%	-14%	-5%
COc1cccc(NC(=O)NCc2ccccc2Cl)c1	0.7	4	-13%	-1%	-10%	x	10%	-2%
CSc1nc2sc3c(c2c(=O)n1C)CCC(C)C3 (centres undefined)	-1.1	x	-26%	-12%	4%	-4%	5%	-8%
N/C(=N\OS(=O)(=O)c1ccccc1)c1ccncc1	1.2	-5	-6%	7%	8%	-1%	-9%	-2%
CC(=O)c1oc2ccccc2c1NC(=O)CCCN1C(=O)c2ccccc2C1=O	-0.5	-2	3%	-11%	-4%	-4%	-2%	4%
Cn1c(SCC(=O)N/N=C/c2ccc(O)c(O)c2)nc2ccccc21	1.2	-10	-13%	-11%	-20%	-1%	-1%	-13%[11.6 µM]
COc1ccc(CCNC(=O)[C@@H](NC(=O)N2CC(=O)Nc3ccccc32)C(C)C)cc1OC	-1.1	7	1%	22%	-4%	-3%	5%	-3%
c1ccc(Cc2c(-c3ccco3)nc3c4ccccc4ccn23)cc1	-1.8	-14	-9%	-10%	-3%	x	10%	-15%
Cc1ccc(NC(=O)c2scc3c2CCCC3)cc1	-0.4	-4	-8%	-2%	-1%	0%	-15%	-2%
Cc1ccccc1NCN1C(=O)C2CCC(C)(C1=O)C2(C)C (centres undefined)	-1.0	0	-9%	-19%	-1%	-7%	-6%	-2%
CC(C)OC(=O)CC1C(=O)NCCN1C(=S)NC(=O)CCc1ccccc1 (centres undefined)	-0.8	0	-5%	-12%	0%	0%	-13%	-22%
CC1CN(CCCCOc2ccc(Cl)c3ccccc23)CC(C)O1 (centres undefined)	0.7	19	8%	-14%	-12%	-3%	4%	-6%
O=C(COC(=O)c1cccs1)Nc1ccccc1C(F)(F)F	-3.3	3	-11%	-3%	-1%	-2%	7%	2%
CC(C)(C)OC(=O)CNC(=O)c1[nH]cnc1C(=O)N[C@@H](Cc1ccccc1)C(=O)OCc1ccccc1	-0.8	4	11%	-8%	-6%	0%	-32%[inhibitor]	-13%
COc1ccc(C(C)(O)c2nc(-c3cccc(NC(C)=O)c3)cs2)cc1 (centres undefined)	-0.9	-3	-3%	-2%	-2%	x	1%	-4%[57.1 µM]
Cc1ccccc1/C=N/Nc1ccnc2cc(Cl)ccc12	1.4	-75*	-1%	5%	-17%	0%	7%	-17%
CCc1nc2c(OCCOc3ccccc3)cccn2c1N(C)C(=O)c1ccccc1F	0.4	-3	-11%	2%	-14%	x	11%	-6%
N#CC1=C(SCc2ccccc2)NC(=O)CC1c1ccccc1 (centres undefined)	1.5	-1	-4%	-14%	-6%	2%	-5%	-5%
COc1cccc(C2=NOC(C(=O)NCCN3CCOCC3)C2)c1 (centres undefined)	1.9	x	-4%	0%	12%	1%	2%	14%
CCOC(=O)CNC(=O)CSc1nc2sc(C)c(C)c2c(=O)n1C	0.9	-2	-16%	-13%	2%	-5%	0%	4%
CC(=O)N(CCS(=O)(=O)c1ccc(Cl)cc1)Cc1cccs1	-4.4	-6	-1%	-6%	0%	-5%	1%	-6%
OC(CN1C2=NCCCN2c2ccccc21)c1ccc(Br)cc1 (centres undefined)	-5.9	10	-6%	4%	3%	3%	8%	-17%
COc1ccc(NC(=O)CCCNC(=O)c2ccc(Cl)cc2)cc1OC	1.8	0	-3%	18%	-2%	1%	15%	3%

Shown with values ahead of the structure: part of the list above.
CCT chaperon mod,PI5P4K alpha inh,PLK1 PBD inh,EPAC1 antag,EPAC2 antag,MmCpn inh,EPAC1 agonist,WRN inhibitor,canonical_smiles
3.2,4,-12%,0%,2%,0%,-5%,-3%,COc1ccc(-n2nc(C(=O)NCC(=O)Nc3cc(Cl)c(OC)cc3OC)c3ccccc3c2=O)cc1
-0.5,x,-9%,-10%,-8%,-2%,1%,1%,CC(OCc1ccccc1)C(NC(=O)OC(C)(C)C)C(=O)NCC1CCCO1 (centres undefined)
1.7,-3,-1%,-9%,4%,0%,1%,2%,Cc1ccc(-c2cnc(NC(=O)CCC(=O)N(C)Cc3ccccc3)n2C)cc1
-1.1,-6,2%,-16%,-14%,-1%,5%,-5%,CC(=O)c1cc(C(=O)N2CCc3c([nH]c4ccccc34)C2C2CCCCC2)[nH]n1 (centres undefined)
0.1,14,-9%,11%,4%,-2%,5%,4%,N#Cc1cc([N+](=O)[O-])ccc1NC(=O)COC(=O)C1CCC(=O)N1 (centres undefined)
-3.3,2,-8%,-14%,-13%,-1%,-14%,-5%,O=C(CNC(=O)Cc1ccccc1)NCC(=O)OCc1ccccc1
0.7,4,-13%,-1%,-10%,x,10%,-2%,COc1cccc(NC(=O)NCc2ccccc2Cl)c1
-1.1,x,-26%,-12%,4%,-4%,5%,-8%,CSc1nc2sc3c(c2c(=O)n1C)CCC(C)C3 (centres undefined)
1.2,-5,-6%,7%,8%,-1%,-9%,-2%,N/C(=N\OS(=O)(=O)c1ccccc1)c1ccncc1
